ST2 inh: blocks human ST2 binding to IL-33. AlphaLISA ST2-Fc/biotin-IL-33 interaction, 1 h. inhibition, % for hits at 17 µM. AID 1259354. 2.3% of 78,000 active; in the data active means inhibition above about 30%; inconclusive means mostly about 10% to 28%
Target sequence (Q01638 whole entry, looked up): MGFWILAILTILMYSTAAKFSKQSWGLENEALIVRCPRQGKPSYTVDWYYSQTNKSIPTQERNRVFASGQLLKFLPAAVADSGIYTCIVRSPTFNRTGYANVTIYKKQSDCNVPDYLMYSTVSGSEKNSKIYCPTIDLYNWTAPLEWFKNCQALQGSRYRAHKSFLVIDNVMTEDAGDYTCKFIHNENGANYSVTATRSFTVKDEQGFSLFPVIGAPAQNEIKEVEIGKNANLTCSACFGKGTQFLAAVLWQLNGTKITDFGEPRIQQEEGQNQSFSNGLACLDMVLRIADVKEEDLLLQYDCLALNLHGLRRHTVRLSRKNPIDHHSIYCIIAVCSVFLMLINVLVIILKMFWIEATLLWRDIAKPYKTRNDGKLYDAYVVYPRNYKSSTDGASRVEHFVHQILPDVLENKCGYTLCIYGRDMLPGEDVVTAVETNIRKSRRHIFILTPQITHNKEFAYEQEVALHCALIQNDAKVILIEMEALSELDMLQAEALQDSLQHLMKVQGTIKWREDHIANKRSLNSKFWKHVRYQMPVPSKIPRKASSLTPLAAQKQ
Numbers without * were called inactive; i = inactive; ? = inconclusive. Not all compounds are listed (hit frequency here may not be typical).

SMILES	ST2 inh
Cc1cccn2c(=O)c3cc(C(=O)NCc4ccc(F)cc4)n(C)c3nc12	i
Cc1cc(C(=O)N2C[C@H](N)C[C@H]2C(=O)NC(C)C)sc1-c1ccccc1	?
CC1(C)CC(=O)C=C(C(=O)N2CCc3c([nH]c4ccccc34)C2c2ccccc2F)O1 (stereo not given)	?
Clc1ccc(-n2ncc3c(NCc4ccccc4Cl)ncnc32)cc1	?
O=[N+]([O-])c1ccccc1Oc1ccccc1	30%*
Cc1ncccc1OC1(C(=O)NCCc2c[nH]c3ccccc23)CCNCC1	?
N#Cc1sc2nc(N3CCOCC3)c3c(c2c1N)CCCC3	i
COc1ccc(S(=O)(=O)NCCSc2ccc(Cl)cc2)cc1	?
CC1(C)CC(NC(=O)c2cc(Cn3ccc4ccccc43)[nH]n2)CCO1 (stereo not given)	i
O=S(=O)(c1ccccc1)c1nc(-c2ccco2)oc1SCc1ccc(F)cc1	?
CCc1cc2c(C)cc(=O)oc2cc1OCc1ccccc1	i
COc1cccc(C(=O)Nc2sc3c(c2C(N)=O)CCCCCC3)c1	i
O=C(NCc1cccs1)c1ccc2c(c1)N(Cc1ccc(F)cc1)C(=O)CS2=O (stereo not given)	i
Cc1cccn2c(=O)c3cc(C(=O)NCCC4=CCCCC4)n(C)c3nc12	i
COc1ncc(C(=O)N2CCCC(COc3cccc(F)c3)C2)cn1 (stereo not given)	i
COc1ccc([N+](=O)[O-])cc1-n1cccc1	39%*
Cn1nnc2cc(C(=O)N3CCCC4(C=Cc5ccccc5O4)CC3)ccc21 (stereo not given)	?
Cc1cc(OCC(O)CN2C(C)CCCC2C)ccc1Cl (stereo not given)	i
CC(=O)N1CCN(c2ncccc2CNC(=O)c2ccc3ccccc3c2)CC1	?
CCOC(=O)C1(C)C(=O)OC(c2ccc(Cl)cc2)C(C)(C)C1=O (stereo not given)	i
COc1c(F)cc(-c2c(-c3ccccc3)ncn2CCNC(C)=O)cc1F	?
CCN(C(=O)CCc1nc(-c2ccc(C)cc2)no1)c1ccc(F)cc1	i
CCOC(=O)Cn1c(=O)n(-c2ccc(F)cc2)c2nc(-c3ccco3)nc(C(N)=O)c21	i
Cc1nc(NC(=O)c2sc3ccccc3c2Cl)sc1C(=O)N(C)C	i
Cc1cc(C)nc(N=C(NC(=O)COc2ccc(Cl)cc2)Nc2ccccc2)n1	i
N#CC(c1ccco1)N1CCN(C(C#N)c2ccco2)CC1 (stereo not given)	i
Cc1[nH]nc2c1C(c1ccccc1F)C(C#N)=C(N)O2 (stereo not given)	i
Cc1cccc(N2CCC(NCCSc3ncn[nH]3)CC2)c1	i
CC(=O)N1CCC(N(C)Cc2snnc2C)CC1	i
N#Cc1ccc(Oc2ccccc2N2C(=O)c3ccc(Br)cc3C2=O)cc1	?
CCOC(=O)c1[nH]c(C)c(C(=O)N2CCc3c([nH]c4ccccc34)C2c2ccccn2)c1C (stereo not given)	i
COc1ccc(-c2nnc(C[C@@H]3C[C@@H](C(C)C)[C@H](CN4CCN(C)CC4)C=C3C)o2)cc1	i
CC(C)c1ccc(NC(=O)CSc2ncnc3nc(N(C)C)sc23)cc1	i
CCOC(=O)c1c(NC(=O)c2ccc(S(=O)(=O)N3CCCC3)cc2)sc2c1CCCCC2	i
CC(C)(C)CN1CC(NC(=O)c2cc(=O)[nH]c3ccc(F)cc23)CC1=O (stereo not given)	i
C[C@H]1[C@@H]2[C@@H](O)[C@H]([C@H](C)C(=O)N3CCCC3)CC[C@@]2(C)CC[C@@H]1NC(=O)CC(C)(C)C	i
CC(=O)N1CCC(C(=O)NC(CC(C)C)c2ncnn2C)CC1 (stereo not given)	i
O=[N+]([O-])c1cc(Cl)ccc1N1CCN(CCO)CC1	i
Cc1c(C(=O)NC2CC2)oc2ccc(S(=O)(=O)N3CCCCCC3)cc12	i
CCOc1ccc(NC(=O)c2oc3ccccc3c2NC(=O)COc2ccccc2F)cc1	i
Cc1nc2ccccc2n1CCC(=O)N1CCn2c(C(N)=O)cnc2C1	?
COc1nc(NC(C)=O)nc(C)c1Br	i
CN(C)CCCNc1c2c(nc3ccccc13)CCC2	i
CC(=O)NC(=O)c1cc2cc(Cl)cc(Cl)c2oc1=Nc1ccc(F)cc1	?
OC(C#CCN1CCOCC1)c1ccccc1 (stereo not given)	i
O=C(O[C@@H]1Cc2c(O)cc(O)cc2O[C@@H]1c1cc(O)c(O)c(O)c1)c1cc(O)c(O)c(O)c1	31%*
COc1cc(NC(=O)CCCn2nc([N+](=O)[O-])cc2C)c(OC)cc1Cl	?
CN(C)CCN(CC1CCCN(Cc2ccccc2F)C1)C(=O)c1ccsc1 (stereo not given)	i
COc1ccc(CN2CCC(CO)(CCCc3ccccc3)CC2)c(F)c1	i
O=C1CC(N2CCN(Cc3ccc(Cl)cc3)CC2)C(=O)N1c1ccc(F)cc1 (stereo not given)	i
CCn1c(C2CCN(Cc3cnc(N4CCCCC4)nc3)CC2)n[nH]c1=O	i
C(=Nc1cc(-c2ccccc2)nn1-c1ccccc1)c1cccnc1	33%*
COc1ccc2nc3oc(C(=O)NCc4cccnc4)cc3cc2c1	i
Cc1ccc(NC(=O)C(C(C)C)N2C(=O)c3ccccc3C2=O)c(C)c1 (stereo not given)	i
Cc1cc(N2CCN(C)CC2)nc2ccc(NC(=O)CCC(=O)Nc3ccc4c(c3)OCO4)cc12	i
CN1CCC2(CC1)CN(C(=O)COCC(F)(F)C(F)F)CCN2C	i
O=S(=O)(NCc1ccccc1)N1CCN(Cc2ccc3c(c2)OCO3)CC1	?
CC(Cc1cccs1)Nc1ccnc(C(=O)NCc2cccnc2)c1 (stereo not given)	?
COc1ccc(NC(=O)c2c(Cl)cc(Cl)nc2Cl)cc1	i
O=C(c1cc(-c2ccc(F)cc2)on1)N1CCCC1	i

In a second layout: results already given
SMILES,ST2 inh
Cc1cc(N2CCN(C)CC2)nc2ccc(NC(=O)CCC(=O)Nc3ccc4c(c3)OCO4)cc12,i
CN1CCC2(CC1)CN(C(=O)COCC(F)(F)C(F)F)CCN2C,i

Further records:
SMILES	ST2 inh
O=C(Nc1ccccc1F)C1CCN(C(=O)Cc2ccccc2)CC1	i
CSc1nc(N)nc(SCC(=O)Nc2cccc(C(F)(F)F)c2)c1C#N	?
O=C(Nc1ccc(F)cc1)N1C[C@@H]2C[C@H](C1)c1ccc(NS(=O)(=O)c3cccs3)c(=O)n1C2	i
COc1cnn(-c2ccc([N+](=O)[O-])cc2)c(=O)c1Cl	?
Nc1ccc2oc(-c3cccc(I)c3)nc2c1	i
Cc1cc(N2CCC(C)CC2)nc2ccc(NC(=O)C3COc4ccccc4O3)cc12 (stereo not given)	i
O=C(Nc1ccccc1C1CC1)c1ccc(Br)cc1	i
CC(=O)OC1CC(O)(C(C)C)C2C(OC(=O)c3ccc(O)cc3)C=C(C)C(=O)CC12C (stereo not given)	i
O=C(c1c(F)cccc1F)N(c1ccc(Br)cc1)C1C=CS(=O)(=O)C1 (stereo not given)	i
CN(C)c1nc2c(c(=O)[nH]1)CCN(C(=O)CCC(F)(F)F)C2	i
Cc1ccc(C)c(N2CCN(C(=O)C3CCCN(S(=O)(=O)c4cnc[nH]4)C3)CC2)c1 (stereo not given)	i
CC(=O)N1CCN(c2ccc(OC[C@H]3CO[C@](Cn4ccnc4)(c4ccc(Cl)cc4Cl)O3)cc2)CC1	?
COc1cc(C2Nc3ccccc3NC3=C2C(=O)CC(c2ccc(C)cc2)C3)cc(OC)c1OC (stereo not given)	i
COc1ccc(-c2nnc3ccc(SCC(=O)N4CCC(C)CC4)nn23)cc1	i
Cc1ccc(N2NC(=O)/C(=C/c3ccc4c(c3)OCO4)C2=O)cc1Cl	i
COc1ccc(N2CCCS2(=O)=O)cc1NC(=O)COc1cccc(C)c1	i
O=c1c2cnn(-c3ccc(Cl)cc3)c2ncn1Cc1cccc2ccccc12	i
O=C(CCN1CCC(c2nnc3ccccn23)CC1)NC1CCCCCC1	i
COc1ccc(Cl)cc1NC(=O)C1C2C=CC(C2)C1C(=O)O (stereo not given)	i
CCc1ccc(CN2CCC(O)CC2)cc1	i
Cc1ccc(C)c(N2CCN(C(=O)CCC3=NS(=O)(=O)c4ccccc4N3)CC2)c1	i
C=CCn1c(Br)nc2c1c(=O)[nH]c(=O)n2C	?
N#Cc1ccc(NC(=O)CCC(=O)O)cc1	i
Cc1cc(Br)cc(C)c1OCCOCCN1CCN(C)CC1	i
Cc1cccc2c(=O)c(C(=O)O)c[nH]c12	i
O=C(NC[C@H]1O[C@@H](CO)[C@@H](O)[C@H]1N1CCc2ccccc2C1)c1cccc(F)c1	i
Clc1ccccc1C1CC(c2ccccc2)n2ncnc2N1 (stereo not given)	i
COc1ccc(NC(=O)c2cc(-c3cccs3)on2)c(OC)c1	i
Nc1c(C(=O)NCc2ccc3c(c2)OCO3)nnn1Cc1cccc(F)c1	i
Cc1ccccc1CNC(=O)COc1ccc(Cl)cc1Cl	i
CCC(C)NC(=O)c1ccc(CS(=O)(=O)c2ccc(Br)cc2)o1 (stereo not given)	?
COc1ccc(C(=O)Nc2ccc(C)c(OCc3cc(=O)n4cccc(C)c4n3)c2)cc1	?
CC(=O)N1CCC(N2CCOC(CC(c3ccccc3)c3ccccc3)C2)CC1 (stereo not given)	?
CCCCn1c(=N)n(CCOc2ccccc2Cl)c2ccccc21	i
O=[N+]([O-])c1ccc2nc(CSc3nc4ccccc4o3)[nH]c2c1	i
Cc1c(N2C(=O)CSC2c2ccccc2Cl)c(=O)n(-c2ccccc2)n1C (stereo not given)	i
O=C1c2cccc([N+](=O)[O-])c2C(=O)N1c1nc(-c2ccccc2)cs1	i
CCOCCCNCc1ccc(OC)cc1OC	i
Cc1oc(-c2cc3c(cc2Cl)OCO3)nc1CN(C)Cc1ccc(C(F)(F)F)cc1	i
COC(=O)c1cc2n(n1)CCCN(C(=O)c1c(C)[nH]c(C(C)=O)c1C)C2	i
O=S(=O)(Nc1ccc2c(c1)OCO2)c1ccccc1	?
CN(C)c1ccc(/C=c2\sc3nncn3c2=O)cc1	i
Cc1cc(N2CCC3(CC2)CNC(=O)C3)nc2cc(F)ccc12	i
O=C(Cn1cnc2c(cnn2-c2ccccc2)c1=O)Nc1ccccc1F	i
CC(C)Cc1cc(CNC(=O)c2cn3c(n2)CNCC3)no1	?
Cc1cccc(-c2nsc(SCC(=O)Nc3nc(C)cs3)n2)c1	i
O=C(NCCCN1CCCC1=O)c1ccc2nc3ccc(Cl)cc3c(=O)n2c1	i
O=C(CCc1ccccc1)N(c1ccc(F)cc1)C1C=CS(=O)(=O)C1 (stereo not given)	i
COc1ccc(NC(=O)CCC2CCCCC2)c([N+](=O)[O-])c1	i
CCN(CC)CCSc1nc(C)cc(C)n1	i
O=C(c1csc2nc(-c3ccccc3)cn12)N1CCCCC1CCn1cccn1 (stereo not given)	?
COc1cc([N+](=O)[O-])ccc1NC(=O)c1ccc(S(=O)(=O)N2CC(C)OC(C)C2)cc1 (stereo not given)	i
Nc1c(C(=O)c2ccc(F)cc2)oc2ccccc12	?
COCCN(Cc1nccs1)C(=O)c1cn(-c2ccccc2)nn1	i
CN1CCN(CCCNC(=O)c2ccc3c(c2)NC(=O)C(N2CCOCC2)S3)CC1 (stereo not given)	i
COc1ccc(N=Cc2cc([N+](=O)[O-])cc([N+](=O)[O-])c2O)cc1Cl	?
O=C(NCCC1=CCCCC1)Nc1ccc2nsnc2c1	?
CC1=C(C(=O)Nc2ccc(F)cc2)C(c2ccc(C)cc2)C2=C(CC(C)(C)CC2=O)N1 (stereo not given)	i
O=c1[nH]c(=O)n([C@H]2C[C@H](O)[C@@H](CO)O2)cc1/C=C/Br	?
O=S(=O)(NCCCN1CCN(c2ccccc2F)CC1)c1cccc2cccnc12	i

Quoted at random: 7 entries already listed, in no set order.
SMILES	ST2 inh
O=C(c1csc2nc(-c3ccccc3)cn12)N1CCCCC1CCn1cccn1 (stereo not given)	?
O=C(NCCC1=CCCCC1)Nc1ccc2nsnc2c1	?
O=C(CCc1ccccc1)N(c1ccc(F)cc1)C1C=CS(=O)(=O)C1 (stereo not given)	i
COc1ccc(N=Cc2cc([N+](=O)[O-])cc([N+](=O)[O-])c2O)cc1Cl	?
CN1CCN(CCCNC(=O)c2ccc3c(c2)NC(=O)C(N2CCOCC2)S3)CC1 (stereo not given)	i
CC1=C(C(=O)Nc2ccc(F)cc2)C(c2ccc(C)cc2)C2=C(CC(C)(C)CC2=O)N1 (stereo not given)	i
Nc1c(C(=O)c2ccc(F)cc2)oc2ccccc12	?

(listing goes on)
SMILES	ST2 inh
Cc1cc(C)c(NC(=O)c2ccc(F)cc2)c(C)c1	?
C=CCNC(=O)N[C@H]1CCN2C(=O)c3ccc(Cl)cc3NC(=O)[C@@H]2C1	?
COc1ccccc1N1CCN([C@@H]2[C@H](O)[C@H](CO)O[C@@H]2CNC(=O)C2CCCC2)CC1	i
O=C(CN1N=NC2C(=O)N(c3ccccc3)C(=O)C21)Nc1cccc(F)c1 (stereo not given)	i
CCN(CC)CC1CCc2c(c3ccccc3n2C)C1=O (stereo not given)	i
O=C(c1ccccc1O)N1N=C(c2ccc(Cl)cc2)CC1(O)C(F)(F)F (stereo not given)	i
CCCS(=O)(=O)N1CCCC(C(=O)NCCN2CCOCC2)C1 (stereo not given)	i
COc1ccc(I)cc1S(=O)(=O)N1CCN(c2ccc(F)cc2)CC1	i
CCCCC(=O)Nc1cc(Cl)ccc1OCc1cc(=O)n2oc(C)cc2n1	i
O=c1c(-c2ccccc2)coc2cc(O)ccc12	i
Cc1[nH]c(=O)[nH]c(=O)c1S(=O)(=O)NCCOC12CC3CC(CC(C3)C1)C2	?
O=C(c1ccc(OCCN2CCCCC2)cc1)c1c(-c2ccc(O)cc2)sc2cc(O)ccc12	i

Rewritten field by field: 4 of the compounds above.
CCCS(=O)(=O)N1CCCC(C(=O)NCCN2CCOCC2)C1 (stereo not given)
  ST2 inh: i

COc1ccc(I)cc1S(=O)(=O)N1CCN(c2ccc(F)cc2)CC1
  ST2 inh: i

CCCCC(=O)Nc1cc(Cl)ccc1OCc1cc(=O)n2oc(C)cc2n1
  ST2 inh: i

O=c1c(-c2ccccc2)coc2cc(O)ccc12
  ST2 inh: i

Assay outcomes from PubChem BioAssay.
